Giardia killer – kills Giardia lamblia; Giardia lamblia trophozoite viability; activity change, % at 7.66 µM, hits read low; 340,000 compounds, 0.15% hits; AID 540267; in the data active = activity change below about -80%; inconclusive = between about -30% and that limit;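 also: parasites exposed to compound for two days anaerobically before the ATP read; % is scaled to controls: 0 for no effect and ±100 for the full control effect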
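Trophozoite viability was measured as ATP-dependent luminescence, read 15-30 min after reagent addition. Before that, parasites at 100 cells/well were exposed to compounds for 48 h, anaerobically, at 37 deg C.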
FLuc counter – firefly luciferase modulation, counter-screen for miR-21 project; P08659; purified FLuc, Km substrates, luminescence inhibition; Potency, µM (doses to about 57.5 µM), without a hit: at the top dose activity change, negative = inhibition, hits mostly inhibitors; 360,000 compounds, 6.9% hits;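 also: potency is read from the fitted curve at half-maximal effect; plate controls were vehicle for no effect and reference inhibitor for full effect; nearly all actives have a fitted effect of over 55% in size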
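Biochemical qHTS of compounds, final roughly 60 µM downward over six points, against 10 nM purified firefly luciferase using Km concentrations of substrates (10 uM D-luciferin, 10 uM ATP) in Tris acetate pH 7.5 buffer; luminescence output.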
NPC1 promoter act – activates the NPC1 promoter. 320,000 compounds, 2.4% hits. Potency, µM (highest dose often 9.22 µM), for inactives: at the highest dose activation, actives largely listed as activators. Huh7 NPC1 promoter luciferase reporter, 24 h;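 also: potency is read from the fitted curve at half-maximal effect; % of control where 0% means no effect; nearly all actives have a fitted effect of over 60% in size; reporter is driven by a mutant NPC1 promoter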
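Luciferase expression driven by the NPC1 promoter was measured in stably transfected Huh7 cells after a 24 h compound incubation, using a luciferase reagent and a luminescence read.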
Menin MLL FP TR – menin-MLL binding inhibition, Texas Red mutant peptide; O00255; Menin + Texas Red MLL mutant peptide, fluorescence polarization; Potency, µM (doses to about 61.6 µM), for inactives: top-dose FP activity change, negative = inhibition, hits mostly inhibitors; 270,000 compounds, 0.23% hits; active = well fitted inhibition curve with a large enough effect in the polarisation, with a control signal flat, not every such curve was filed as active; inconclusive = small, poorly fitted or top-dose-only effect, or effect the other way, or a change in a side signal; inactive = no such curve, though single readings can be large or run the other way; the % refers to the polarisation; also: potency is read from the fitted curve at half-maximal effect; % of control where 0% means no effect; many of its hits are not listed in these tables
Target sequence (O00255 whole entry, looked up): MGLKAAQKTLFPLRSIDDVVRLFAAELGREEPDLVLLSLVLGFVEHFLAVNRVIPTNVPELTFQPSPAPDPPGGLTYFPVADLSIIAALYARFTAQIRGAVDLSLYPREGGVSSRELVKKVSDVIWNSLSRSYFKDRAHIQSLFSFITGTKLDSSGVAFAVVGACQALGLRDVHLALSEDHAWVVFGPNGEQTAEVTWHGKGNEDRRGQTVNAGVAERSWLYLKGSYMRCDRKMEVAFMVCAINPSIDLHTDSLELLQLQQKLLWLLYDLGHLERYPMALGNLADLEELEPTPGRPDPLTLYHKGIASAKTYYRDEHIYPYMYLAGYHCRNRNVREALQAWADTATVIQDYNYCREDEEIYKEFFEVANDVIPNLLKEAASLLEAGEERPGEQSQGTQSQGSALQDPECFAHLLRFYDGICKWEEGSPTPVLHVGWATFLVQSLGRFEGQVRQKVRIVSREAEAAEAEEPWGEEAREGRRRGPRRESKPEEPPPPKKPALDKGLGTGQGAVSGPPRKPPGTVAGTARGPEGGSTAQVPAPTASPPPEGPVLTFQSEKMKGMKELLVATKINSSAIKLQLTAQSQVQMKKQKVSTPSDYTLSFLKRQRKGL
VP16 counter – counter-screen for ROR gamma inhibitors: Gal4-VP16 reporter. AID 2546. Drosophila S2 Gal4-VP16 UAS-luciferase, luminescence, 20 h. Potency, µM (titrated, usually from 53.6 µM), for the others: at the highest dose activity, negative = inhibition, usual class: inhibitors. 310,000 compounds, 3.5% hits;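 also: Gal4-VP16 expression switched on by copper sulfate through the metallothionein promoter; potency is read from the fitted curve at half-maximal effect; % is scaled to controls: 0 for no effect and ±100 for the full control effect; nearly all actives have a fitted effect of over 50% in size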
RORgamma inh – ROR gamma (mouse) transcription inhibition. P51450. Drosophila S2 Gal4-RORgamma UAS-luciferase reporter, 20 h. Potency, µM (series often up to 53.6 µM), for inactives: at the top dose activity change, negative = inhibition, actives largely listed as inhibitors. 310,000 compounds, 5.4% hits; also: potency is read from the fitted curve at half-maximal effect; % is scaled to controls: 0 for no effect and ±100 for the full control effect; nearly all actives have a fitted effect of over 60% in size
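In this cell-based reporter format, copper sulfate (700 uM final) drives Gal4–ROR gamma fusion expression from a metallothionein promoter in Drosophila Schneider cells; compounds preincubated 1 hr, reporter read after 20 hr at ambient temperature.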
Rab9 prom act – activators of Rab9 promoter; Potency, µM (top dose mostly 9.22 µM), without a hit: at the highest dose activation, negative = inhibition, usual class: activators; 320,000 compounds, 2.8% hits; AID 485297; Huh7 Rab9 promoter-luciferase reporter, luminescence, 24 h; also: potency is read from the fitted curve at half-maximal effect; % of control where 0% means no effect; nearly all actives have a fitted effect of over 60% in size
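Measured in stably transfected Huh7 cells bearing a Rab9 promoter–luciferase construct: 24 h compound treatment at 37 °C, followed by luminescence detection.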
PKM2 act – PKM2 (human) enzyme activation; AID 1631; 260,000 compounds, 0.34% hits; purified PKM2, Kinase-Glo ATP luminescence, activation; response scale: 0% is enzyme alone, no compound; Potency, µM (highest dose often 57.5 µM), without a hit: at the highest dose activation, most hits filed as activators; P14618; also: potency is read from the fitted curve at half-maximal effect; % is scaled to controls: 0 for no effect and ±100 for the full control effect; nearly all actives have a fitted effect of over 55% in size
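Purified hPK-M2 (>95%) run at intermediate activity with 0.1 mM ADP and 0.5 mM PEP in 50 mM imidazole pH 7.2, KCl, MgCl2; 1 h room temperature. ATP formed read by Kinase-Glo luminescence; normalized to uninhibited and no-enzyme controls.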
BRCA1 expr act – increases BRCA1 expression | MCF7-BRCA1-FFLuc reporter, luminescence, 48 h; response scale: scaled: vehicle 0%, 10 µM genistein 100% | Potency, µM (titrated, usually from 46.1 µM), inactives show top-dose activation, hits mostly activators | 380,000 compounds, 1.1% hits | AID 624202; also: potency is read from the fitted curve at half-maximal effect; nearly all actives have a fitted effect of over 80% in size; some results filed as inactive show a strong effect at the top dose
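MCF7 cells carrying a BRCA1-firefly luciferase reporter (2000 cells/well, phenol-red free MEM) were attached for 2 h at 37 °C, then given compounds for 48 h. Luminescence was read 15 min after luciferase reagent; activity normalized to genistein (10 microM) and DMSO.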
p53 reactivation – restores transcriptional activity of mutant p53; 320,000 compounds, 0.063% hits; Potency, µM (highest dose often 92.2 µM), inactives show at the top dose activity change, positive = activation, hits mostly activators; H1299 p53-A138V BP100-luciferase reporter, luminescence, 24 h; also: potency is read from the fitted curve at half-maximal effect; % of control where 0% means no effect; nearly all actives have a fitted effect of over 45% in size
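H1299 (p53-null), stable ts p53-A138V + BP100-Luc; 1000 cells/well, Opti-MEM/10% FBS; cpd 4 pt, 1:5; 24 h, 37 deg C, 5% CO2; detection reagent 10 min RT; luminescence.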
ELG1 genotoxic – inducers of genotoxicity in HEK293T ELG1-luciferase cells; Potency, µM (series often up to 46 µM), for the others: top-dose activity change, positive = activation, actives largely listed as activators; 330,000 compounds, 1.3% hits; HEK293T ELG1-luciferase reporter, luminescence, 16 h; also: potency is read from the fitted curve at half-maximal effect; % of control where 0% means no effect; nearly all actives have a fitted effect of over 60% in size
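DMSO vehicle served as control against compound-treated ELG1-luciferase HEK293T cells; exposure lasted 16 hr at 37 °C and 5% CO2, followed by ONE-Glo luminescence detection after 30 min.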
Active calls of the source: *; ? = inconclusive; · = not tested or not shown; [ ] = another dose, or the depositor's remark. Unless noted, calls follow the shape of the dose curve; as a rule, active = well fitted curve in the direction sought with a large enough effect; inconclusive = small, poorly fitted or top-dose-only effect, or another doubt; inactive = no such curve, though single readings can be large; an effect the other way counts as inactive or inconclusive.

Screens in order: Giardia killer | FLuc counter | NPC1 promoter act | Menin MLL FP TR | VP16 counter | RORgamma inh | Rab9 prom act | PKM2 act | BRCA1 expr act | p53 reactivation | ELG1 genotoxic
CC(=O)Nc1cccc(C(=O)NC(C)c2ccc(-n3ccnc3)cc2)c1 (stereo not drawn)
    -4 | 7% | -4% | -4% | -5% | -3% | 0% | 0% | 11% | -2% | 1%
COc1cc(S(=O)(=O)NCc2cccnc2)c(OC)cc1Br
    -16 | 2% | 10% | 1% | -8% | 2% | 5% | -1% | 0% | -4% | 1%
CCOC(=O)C(CSCC(=O)c1ccc(Cl)cc1Cl)NC(=O)OC(C)(C)C (stereo not drawn)
    0 | ? | -1% | -6% | ? | ? | 5% | ? | -4% | 1% | 0%
CCCSc1nnc(CSc2nc(C)cc(C)n2)n1C
    1 | 0% | -2% | -9% | 4% | 11% | 18% | -6% | -4% | -3% | 10%
O=C(N/N=C\c1cccnc1)c1ccc(Br)s1
    -17 | 9.5µM* | 22% | 10% | -1% | 24% | 18% | 0% | -4% | 21% | 10%
Cc1ccccc1/C=N/Nc1nc2ccccc2[nH]1
    6 | 11µM* | ? | 4% | -93% | 7.1µM* | 3.5µM* | -2% | 42% | 0% | -10%
CC(OC(=O)/C=C/c1ccccc1Cl)C(=O)NC1CCCCC1C (stereo not drawn)
    36[activator] | -1% | 15% | · | · | · | 0% | · | 28% | -3% | -8%
Cc1cccc(NC(=O)CSc2nc(=O)n3ccccc3n2)c1C
    -13 | -1% | 0% | · | · | · | -1% | · | 4% | -6% | 2%
CCc1nc(SCC(=O)O)c(C#N)cc1C
    -7 | -1% | 1% | 2% | -6% | 8% | -3% | -6% | -2% | 2% | 2%
CCc1ccc(NC(=S)N2CCC(NC(=O)c3ccccc3OC)CC2)cc1
    11 | 0% | -4% | -8% | -8% | 10µM* | -11% | -8% | 14% | 0% | 0%
COc1cc(OC)cc(C(=O)NC(C(=O)Nc2ccc3c(c2)OCCO3)C(C)C)c1 (stereo not drawn)
    0 | ? | 13% | · | · | · | 19% | · | 50% | ? | 17%
CC(C)CCNC(=O)C1CCN(S(=O)(=O)c2ccc3c(c2)CC(C)N3C(=O)C2CCC2)CC1 (stereo not drawn)
    -4 | -1% | -2% | -27% | -6% | 0% | -1% | · | -20% | -9% | -5%
Cc1ccccc1C(=O)Nc1ccc2c(c1)OCO2
    -11 | 4.8µM* | 0.45µM* | 1% | ? | ? | 0.45µM* | -14% | 3% | 1% | 1.6µM*
COc1ccc(-c2cc(C3CCN(c4ncccc4[N+](=O)[O-])CC3)[nH]n2)cc1
    -1 | ? | 1% | 5% | -23% | ? | -3% | -15% | -34% | -1% | -4%
Nc1c(N(CCC2=CCCCC2)C(=O)c2ccco2)c(=O)[nH]c(=O)n1Cc1ccccc1
    -5 | 7% | -2% | · | · | · | -1% | · | -31% | -7% | -29%
Cc1n[nH]c(C)c1S(=O)(=O)N1CCCC(C(=O)Nc2ccc3c(c2)OCCO3)C1 (stereo not drawn)
    · | 0% | -5% | 7% | 0% | 25% | 10% | 0% | · | 6% | 1%
O=C(c1ccccn1)N1CCCC(N2CCN(c3ccc(F)cc3)CC2)C1 (stereo not drawn)
    -1 | 1% | -3% | -10% | 0% | 8% | 4% | · | 0% | 8% | 0%[9.26 µM]
Cc1ccc2ncccc2c1NS(=O)(=O)c1ccccc1
    -7 | -2% | 0% | -20% | -3% | ? | 0% | 9% | 1% | -3% | -3%
O=C(/C=C/c1cccc([N+](=O)[O-])c1)N1CCN(c2ccccn2)CC1
    5 | -1% | -6% | -10% | 7% | -9% | 0% | 1% | 7% | 4% | ?
C=CCN1C=C2C(=O)C(C)(OC(=O)CCc3ccccc3)C(=O)C=C2C=C1c1ccc(C#N)cc1 (stereo not drawn)
    0 | 3% | -1% | -10%[11.7 µM] | 6% | -2% | 1% | -7%[11.5 µM] | 29% | -1% | 0%
COc1ccc(NC(=O)CCNC(=O)Cn2ccc3ccccc3c2=O)cc1OC
    -7 | -2% | -6% | -1% | 7% | -16% | -1% | -10% | -8% | -7% | 0%
CN(C)S(=O)(=O)c1ccc(NC(=O)C2CCCN(C(=O)c3ccc(Cl)cc3)C2)cc1 (stereo not drawn)
    9 | -1% | 0% | -3% | -29% | ? | -13% | -3% | -38% | -5% | -5%
O=C(CCCN1C(=O)/C(=C/c2ccccc2Cl)SC1=S)N1CCOCC1
    -17 | ? | -5% | · | ? | ? | -12% | -33% | -36% | 28% | -10%
CCOC(=O)Nc1ccc2c(c1)N(C(=O)CNC)c1ccccc1CC2
    -11 | 0% | 0% | -18% | -9% | -1% | 7% | 0% | -8% | 9% | 3%
COc1cc(/C=N/O)cc(Br)c1OCc1ccc(Cl)cc1
    0 | -3% | 1% | ? | ? | 5.6µM* | -4% | 0% | 6% | -11% | ·
Cc1cc(S(=O)(=O)N2CCOCC2)ccc1OCC(=O)NCCCn1ccnc1
    6 | 3% | -3% | 8% | -7% | -30% | 0% | 4% | 6% | -3% | 2%
COc1ccc(C(=O)/C=C/c2ccc(N(C)C)cc2)c(OC)c1
    52[activator] | 11µM* | -7% | · | -6% | -1% | -2% | -1% | -56% | 17% | ?
CC(C)(C)NC(=O)CCC1COc2ccccc2O1 (stereo not drawn)
    8 | ? | 1% | -10% | 6% | -8% | 1% | 4% | -1% | -2% | 0%
O=C(CCc1c[nH]c2ccccc12)NCc1ccco1
    0 | -4% | 0% | -1% | 3% | -12% | -2% | -4% | -8% | 3% | 0%
N#Cc1c(Cn2cncn2)nc(=O)n(-c2ccc(Cl)cc2)c1N
    -7 | 1% | -3% | 4% | 10% | 10% | 4% | 6% | 1% | 0% | -1%
CC(=O)c1ccc(Nc2cc(C)nc3c(C)cc(C)cc23)cc1
    10 | -2% | -34%[inhibitor] | -29% | ? | ? | -23% | -3% | -35% | 0% | 8%
COc1ccc(CC(=O)Nc2ccc(C(=O)Nc3nccs3)cc2)cc1OC
    -1 | -6% | -3% | ? | 12% | ? | 1% | 0% | 48% | 2% | -5%
CC(=O)c1c(C)[nH]c(C(=O)CSc2nnc(-c3ccccc3)n2Cc2ccc3c(c2)OCO3)c1C
    7 | 0% | 1% | · | -19% | -25% | -10% | 1% | -63% | -3% | 7%
COc1ccc(C2CC(c3ccccc3)=NN2C(=O)c2ccc(F)cc2)cc1 (stereo not drawn)
    -4 | -18% | -3% | -20% | -4% | 0% | -3% | · | -7% | · | ·
CC[n+]1c(/C=C/Nc2ccccc2)oc2ccccc21
    5 | 13% | -1% | -19% | -11% | 6% | 2% | -8% | -48% | -6% | -3%
O=C(O)c1ccc(COc2ccc3ccccc3c2/C=C2/NC(=O)N(Cc3ccc(F)cc3)C2=O)cc1
    -20 | -20% | 0% | ? | 0%[10 µM] | 6% | 3%[1.84 µM] | -5% | 0% | 7% | -13%
Cc1cc(NC(=O)CCC(=O)N(CCC(C)C)C(C(=O)NC2CCCC2)c2ccccc2C)no1 (stereo not drawn)
    7 | 1% | 2% | ? | 8% | 3% | 1% | -4% | -37% | 3% | -10%
COC(=O)C1C(O)=C(C(C)=Nc2cccc3ccccc23)C(=O)CC1(C)C (stereo not drawn)
    36[activator] | 8% | -7% | · | -11% | 14% | -3% | 3% | -51% | 25% | -4%
C(=N\Nc1nc(N2CCCCC2)nc(N2CCCCC2)n1)/c1c[nH]c2ccccc12
    -9 | -1% | -1% | ? | -4% | 2% | -4% | 9% | -13% | 2% | -13%
CCN(CC)CC(=O)NCC1(c2ccccc2)CCOCC1
    -1 | 1% | 7% | 7% | 4% | -4% | -2% | -4% | -29% | 3% | 2%
Cc1cccc(NC2=NC3(CCCCC3)N=C(N)N2)c1C
    -5 | 0% | -1% | -5% | 0% | 5% | -3% | ? | -1% | -8% | 1%
O=C(CN1CCCc2ccccc21)N/N=C/c1ccccc1O
    7 | 9% | -7% | ? | 0.32µM* | 0.25µM* | -1% | 9% | -81% | 15% | 12%
COc1ccc(CN2C(=NC(=O)C3CC3)SC3CS(=O)(=O)CC32)cc1 (stereo not drawn)
    -26 | 1% | 3% | · | 3% | -1% | -1% | · | 0% | -4% | 1%

An excerpt (hit frequency here may not be typical).
